Screening data from PubChem.
BLM helicase inh = Bloom syndrome helicase (human) inhibition; 350,000 tested, 0.2% active; recombinant BLM DNA unwinding, fluorescence dequenching; Potency, µM (series often up to 56.1 µM), without a hit: top-dose activity change, negative = inhibition, hits mostly inhibitors; P54132;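 note: plate controls were vehicle for no effect and no enzyme for full effect; nearly all actives have a fitted effect of over 35% in size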
Target sequence (P54132 whole entry, looked up): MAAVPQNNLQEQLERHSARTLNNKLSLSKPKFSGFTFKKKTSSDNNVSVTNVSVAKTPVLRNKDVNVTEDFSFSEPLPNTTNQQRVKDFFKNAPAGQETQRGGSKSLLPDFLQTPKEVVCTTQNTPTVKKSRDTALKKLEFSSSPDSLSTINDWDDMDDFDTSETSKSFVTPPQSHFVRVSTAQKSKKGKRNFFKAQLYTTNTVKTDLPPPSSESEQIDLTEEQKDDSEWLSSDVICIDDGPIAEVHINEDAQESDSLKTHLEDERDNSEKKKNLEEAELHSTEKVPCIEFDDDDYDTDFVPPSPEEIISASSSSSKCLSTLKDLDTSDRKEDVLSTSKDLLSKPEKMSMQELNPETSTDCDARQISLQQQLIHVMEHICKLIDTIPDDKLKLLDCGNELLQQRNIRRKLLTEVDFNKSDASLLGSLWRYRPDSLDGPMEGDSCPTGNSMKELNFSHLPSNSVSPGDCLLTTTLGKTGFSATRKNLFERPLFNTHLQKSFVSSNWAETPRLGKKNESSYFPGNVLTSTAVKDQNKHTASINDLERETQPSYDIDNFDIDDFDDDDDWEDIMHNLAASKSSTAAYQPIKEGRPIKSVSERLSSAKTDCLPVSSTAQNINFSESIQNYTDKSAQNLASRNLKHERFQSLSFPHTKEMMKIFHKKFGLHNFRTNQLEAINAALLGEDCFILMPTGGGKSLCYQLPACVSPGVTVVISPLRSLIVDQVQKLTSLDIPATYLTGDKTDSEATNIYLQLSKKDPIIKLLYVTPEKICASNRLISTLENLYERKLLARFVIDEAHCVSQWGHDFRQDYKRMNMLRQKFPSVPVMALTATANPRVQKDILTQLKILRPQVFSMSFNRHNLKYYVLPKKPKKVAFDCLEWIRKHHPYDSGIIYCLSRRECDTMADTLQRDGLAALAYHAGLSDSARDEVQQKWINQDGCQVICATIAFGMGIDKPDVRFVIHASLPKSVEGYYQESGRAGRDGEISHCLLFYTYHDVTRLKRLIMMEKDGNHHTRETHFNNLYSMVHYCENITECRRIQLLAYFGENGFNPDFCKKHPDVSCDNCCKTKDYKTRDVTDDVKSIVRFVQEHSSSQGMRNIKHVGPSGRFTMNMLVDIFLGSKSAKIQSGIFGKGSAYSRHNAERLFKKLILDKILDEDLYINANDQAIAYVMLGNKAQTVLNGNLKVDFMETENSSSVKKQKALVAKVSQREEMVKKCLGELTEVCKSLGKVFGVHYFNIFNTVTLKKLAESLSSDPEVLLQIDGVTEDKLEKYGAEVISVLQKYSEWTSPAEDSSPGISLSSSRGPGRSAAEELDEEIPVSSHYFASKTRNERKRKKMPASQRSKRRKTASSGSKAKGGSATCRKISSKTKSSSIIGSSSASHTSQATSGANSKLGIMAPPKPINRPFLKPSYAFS
APEX1 inh = APE1 (human) endonuclease inhibition; P27695; recombinant APE1, TAMRA/BHQ-2 abasic DNA cleavage fluorescence; Potency, µM (series often up to 65.8 µM), inactives show at the top dose activity change, negative = inhibition, hits mostly inhibitors; 350,000 tested, 0.35% active;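 note: plate controls were vehicle for no effect and reference inhibitor for full effect; nearly all actives have a fitted effect of over 55% in size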
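Kinetic fluorescence read (525 ex/598 em nm, three reads 60 s apart) of AP-site incision; signal = third minus first read. Enzyme 0.75 nM, dual-labelled THF duplex 50 nM, compound preincubation 15 min RT.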
* marks the source's active call; other numbers are inactive results; ? = inconclusive; [ ] = remark or other dose. Calls come from the whole dose curve; as a rule, active = well fitted curve in the direction sought with a large enough effect; inconclusive = small, poorly fitted or top-dose-only effect, or another doubt; inactive = no such curve, though single readings can be large; an effect the other way counts as inactive or inconclusive. Potency is the fitted concentration of half-maximal effect. This is a subset (hit frequency here may not be typical).

SMILES	BLM helicase inh	APEX1 inh
CC#CCN1c2ccccc2[C@]23C[C@@H](C(=O)OC)N(S(=O)(=O)c4ccc(OC)cc4)C2=NC(C(=O)OC)=C(C(=O)OC)[C@H]13	-5%[12.4 µM]	-2%[12.4 µM]
CC/C=C\C/C=C\C/C=C\C/C=C\C/C=C\C/C=C\CCC(=O)NCCc1ccc(O)c(O)c1	-1%	-1%
COc1ccc2c(c1)C(=O)[C@H](OC(=O)NS(=O)(=O)c1ccc(F)cc1)[C@@H](c1ccc(OC)c(Br)c1)O2	4%	7%
COC(=O)/C(=C1/OC(=O)C(c2ccccc2)=C1O)c1ccccc1	2%	18%
C=C(C(C)=O)C(O)c1cccs1 (configuration not stated)	0%	14%
Cn1c2c(c(=O)c3ccccc31)C[C@@H](O)C(C)(C)O2	1%	-2%
C/C=C(\C)C(=O)C[Si](C)(C)c1ccccc1	3%	9%
Cc1ccccc1Nc1oc(-c2ccccc2)nc1-c1cccc2ccccc12	-2%	5%
C=CCNC(=O)N1CCc2nc(CCCC)c3c(c2C1)CO[C@@H](C)C3	-2%[12.4 µM]	-7%[12.4 µM]
C=CC1=C2C=C(C3CC3)N(Cc3ccccc3)C=C2C(=O)C(C)(OC(=O)c2ccco2)C1=O (configuration not stated)	-8%[12.4 µM]	-3%[12.4 µM]
CN[C@H]1CCc2cc(OC)c(OC)c(OC)c2-c2ccc(N[C@@H]3CCCCNC3=O)c(=O)cc21	-1%	-3%
COC/C=C/C1=CC2=CC(=O)C(C)(OC(=O)c3cnc4ccccc4n3)C(=O)C2=CN1c1cccc(C#N)c1 (configuration not stated)	-3%[12.4 µM]	-2%[12.4 µM]
C=C1C[C@]23CC[C@H]4C(CO)(CO)C[C@@H](O)C[C@@]4(C)[C@@H]2CC[C@H]1C3	-2%	0%
CCCCCCCC1=Cc2ccc(F)cc2C(C(C(=O)OC)C(=O)OC)N1C(=O)OC (configuration not stated)	1%	3%
COc1ccc2c(c1)O[C@H](c1ccc3c(c1)OCO3)[C@@H](OC(=O)NCCc1ccc(OC)c(OC)c1)C2=O	3%	4%
CCOC(=O)N/N=C/c1ccccc1-c1cc(OC)ccc1OC	-3%	5%
NCCC[C@@H](CC(=O)N[C@@H]1CCCC[C@H]1C(=O)N[C@H](CC(=O)N[C@@H](CCC(=O)O)CC(=O)O)Cc1c[nH]c2ccccc12)NC(=O)C[C@H](CO)NC(=O)[C@@H]1CNCC[C@H]1N	-1%	0%
COc1ccc2c(c1-c1c3c(cc(Br)c1OC)CCCC3)CCCC2	2%	-5%
COc1ccc2c(c1)O[C@H](c1ccc3c(c1)OCO3)[C@@H](OC(=O)NC1CCCC1)C2=O	2%	-4%
COc1cccc([C@@H]2Oc3ccc(Br)cc3C[C@H]2O)c1	1%	-5%
CC(C)=CCn1cnc2c1c(=O)n(C)c(=O)n2C	6%	3%
COc1ccc(C(=O)OC2CC3CC[C@H](C2)N3C(C)=O)cc1OC (some centres not stated)	-6%	0%
CCCCC/C=C\C/C=C\C/C=C\CCCCCCC(N)=O	3%	20%
CCCCCCCC[C@@H](O)/C=C/C=C/C=C\[C@@H](O)CCCC(=O)O	-1%	-7%
COC(=O)C1(C(=O)OC)C/C=C\C/C=C\c2ccccc2C1C[N+](=O)[O-] (configuration not stated)	1%	3%
SMILES	BLM helicase inh	APEX1 inh
c1cnc2c(-c3nccc4c3[nH]c3ccccc34)cccc2c1	3%	2%
C[C@H]1Cc2c(COc3ccccc3)nc3c(c2CO1)CN(C(=O)c1cc(I)ccc1F)CC3	-3%[12.4 µM]	-4%[12.4 µM]
C[C@H]1Cc2c(-c3ccccc3)nc3c(c2CO1)CN(S(=O)(=O)c1ccc2c(c1)OCCN2C)CC3	5%[12.4 µM]	-2%[12.4 µM]
COC(=O)C1=C(C(=O)OC)[C@@H]2N(Cc3ccccc3)c3ccccc3[C@@]23C[C@@H](C(=O)OC)N(S(=O)(=O)c2ccc(Br)cc2)C3=N1	-3%[12.4 µM]	4%[12.4 µM]
COC(=O)[C@H](Cc1ccccc1)NC(=O)O[C@@H]1C(=O)c2cc(Br)ccc2O[C@H]1c1ccc2c(c1)OCO2	-2%	22%
C[C@@H](C1[C@@H](O)CC2C3C=CC4C[C@@H](O)CC[C@]4(C)[C@H]3CC[C@@]21C)[C@@H]1CCCCN1 (some centres not stated)	26%	-3%
CC(C)[C@@H](CC(=O)N[C@@H]1CCCC[C@H]1C(=O)N[C@H](CC(=O)N[C@@H](CCC(=O)O)CC(=O)O)Cc1c[nH]c2ccccc12)NC(=O)C[C@H](Cc1c[nH]c2ccccc12)NC(=O)[C@@H]1CCCC[C@H]1N	1%	0%
C[C@@H]1Oc2ccccc2C=C1/C=C/C(=O)O	2%	4%
CC1COc2ccccc2C1=O (configuration not stated)	1%	-1%
CCOC(=O)C1=NO[C@@]2(C=C(Br)C(=O)[C@H]3O[C@H]32)C1	4%	7.9µM*
CC1(OC(=O)c2ccco2)C(=O)C=C2C=C(c3ccsc3)OC=C2C1=O (configuration not stated)	7%	?
CC(C)(C)OC(=O)NCCCC1=CC2=CC(=O)C(C)(O)C(=O)C2=CO1 (configuration not stated)	1%	-3%
COc1ccc2c(c1)O[C@@H](c1cccc(C(F)(F)F)c1)[C@H](OC(=O)NCc1ccc3c(c1)OCO3)C2=O	0%	-2%
COC(=O)C1=C(C(=O)OC)[C@@H]2Nc3ccccc3[C@@]23C[C@@H](C(=O)OC)N(S(=O)(=O)c2ccc(C(F)(F)F)cc2)C3=N1	-3%[12.4 µM]	-6%[12.4 µM]
COC/C=C/C1=CC2=CC(=O)C(C)(OC(=O)c3cnc4ccccc4n3)C(=O)C2=CN1CCc1c[nH]c2ccccc12 (configuration not stated)	-4%[12.4 µM]	-1%[12.4 µM]
COc1cc2c(cc1OC)C1CCC3=C([C@H](C)OC3=O)N1CC2 (some centres not stated)	-1%	-2%
COc1c2c(cc3c1C(NC(N)=O)[N+](C)(C)CC3)OCO2 (configuration not stated)	0%	2%
NCCC[C@@H](CC(=O)N[C@@H]1CCCC[C@H]1C(=O)N[C@H](CC(=O)N[C@@H](CCC(=O)O)CC(=O)O)Cc1ccccc1)NC(=O)C[C@H](CO)NC(=O)[C@@H]1CNCC[C@H]1N	-3%	-3%
COc1ccc2c(c1)O[C@@H](c1ccc3c(c1)OCO3)[C@H](OC(=O)NCCOc1ccccc1)C2=O	-3%	0%
O=C(NC[C@H](O)c1ccccc1)c1ccccc1	0%	-2%
COc1cc(OC)c([C@@H]2O[C@H](CO)[C@@H](O)[C@H](O)[C@H]2O)c(OC)c1	-1%	-2%
COC(=O)N1C(C)=Cc2ccccc2C1C/C(C)=C/C(C)=O (configuration not stated)	3%	21%
C=CCOC(=O)NC(CC(=Nc1ccc(OC)cc1)C(=O)OC)c1ccccc1 (configuration not stated)	-10%	-4%
COC(=O)[C@H](COC(C)(C)C)NC(=O)O[C@@H]1Cc2cc(OC)ccc2O[C@H]1c1cccc(OC)c1	4%	17%
C[C@]12C[C@@](C)(C=C1/C=C/c1ccc(C(F)(F)F)cc1)C(=O)C[C@H]2c1ccc(C(F)(F)F)cc1	-1%	1%

A draw from above in order of molar mass, largest number first.
SMILES	BLM helicase inh	APEX1 inh
COC(=O)C1=C(C(=O)OC)[C@@H]2N(Cc3ccccc3)c3ccccc3[C@@]23C[C@@H](C(=O)OC)N(S(=O)(=O)c2ccc(Br)cc2)C3=N1	-3%[12.4 µM]	4%[12.4 µM]
COc1ccc2c(c1)O[C@@H](c1cccc(C(F)(F)F)c1)[C@H](OC(=O)NCc1ccc3c(c1)OCO3)C2=O	0%	-2%
CC/C=C\C/C=C\C/C=C\C/C=C\C/C=C\C/C=C\CCC(=O)NCCc1ccc(O)c(O)c1	-1%	-1%
COC(=O)C1(C(=O)OC)C/C=C\C/C=C\c2ccccc2C1C[N+](=O)[O-] (configuration not stated)	1%	3%
COc1cccc([C@@H]2Oc3ccc(Br)cc3C[C@H]2O)c1	1%	-5%
COc1cc2c(cc1OC)C1CCC3=C([C@H](C)OC3=O)N1CC2 (some centres not stated)	-1%	-2%
CCCCC/C=C\C/C=C\C/C=C\CCCCCCC(N)=O	3%	20%
Cn1c2c(c(=O)c3ccccc31)C[C@@H](O)C(C)(C)O2	1%	-2%
CC(C)=CCn1cnc2c1c(=O)n(C)c(=O)n2C	6%	3%
C/C=C(\C)C(=O)C[Si](C)(C)c1ccccc1	3%	9%
C=C(C(C)=O)C(O)c1cccs1 (configuration not stated)	0%	14%

Carrying on.
SMILES	BLM helicase inh	APEX1 inh
FC(F)(F)c1cc(NC(=S)Nc2ccc3ccccc3c2)cc(C(F)(F)F)c1	2%	19%
CCCCCC(O)/C=C/C=C\CCCCCCCC(=O)O (configuration not stated)	-7%	2%
COc1cccc([C@@H]2Oc3ccc(Br)cc3C[C@H]2OC(=O)N[C@H](C)C2CCCCC2)c1	0%	-3%
C[C@H]1Cc2c(COc3ccccc3)nc3c(c2CO1)CN(S(=O)(=O)c1ccc2c(c1)OCCN2C)CC3	1%[12.4 µM]	17%[12.4 µM]
COc1cccc(CS(=O)(=O)c2nnnn2C2CCCCC2)c1	-1%	-3%
Cc1nc2ccccc2oc1=O	4%	3%
CC(=O)O[C@@H]1CC2C(C)(C)C(=O)C=C[C@]2(C)C2CC[C@]3(C)C(=CC[C@H]3C3CO[C@@H](C(C)(C)O)[C@H](O)C3)[C@@]21C (some centres not stated)	3%	0%
CC[C@H](C)[C@@H](NC(=O)O[C@@H]1C(=O)c2cc(OC)ccc2O[C@H]1c1cccc(OC)c1)C(=O)OC	-2%	-3%
COC(=O)CCCC1=CC2=C(c3ccccc3)C(=O)C(C)(OC(=O)C3CCCC3)C(=O)C2=CN1CCCOC(C)C (configuration not stated)	-12%[12.4 µM]	-3%[12.4 µM]
CCCCC/C=C\C/C=C\C/C=C\C/C=C\CCCCCC(=O)NCC(=O)O	0%	2%
CC1OCC23CC[C@@]4(C)CCC(C)(C)C[C@H]4[C@]2(C)CCC12C3CC[C@@]1(C)C2C(=O)CC(=O)[C@@H]1C (some centres not stated)	0%	0%
COc1cccc([C@@H]2Oc3ccc(Br)cc3C(=O)[C@H]2OC(=O)NCCc2ccc(OC)c(OC)c2)c1	1%	4%
CC(C)[C@@H](CC(=O)N[C@@H]1CCNC[C@H]1C(=O)N[C@H](CC(=O)N[C@@H](CCC(=O)O)CC(=O)O)Cc1ccccc1)NC(=O)C[C@H](CO)NC(=O)[C@@H]1CCCC[C@H]1N	4%	2%
N#Cc1ccc(CS(=O)(=O)c2nc3ccccc3s2)cc1	4%	21%
CC(C)[C@@H](CC(=O)N[C@@H]1CCCC[C@H]1C(=O)N[C@H](CC(=O)N[C@@H](CCC(=O)O)CC(=O)O)Cc1ccccc1)NC(=O)C[C@H](CO)NC(=O)[C@@H]1CCCC[C@H]1N	-4%	-3%
CCCCC/C=C\C=C\[C@@H](O)CCCCCCCC(=O)O	4%	20%
CCCCc1nc2c(c3c1C[C@H](C)OC3)CN(S(=O)(=O)c1ccc(NC(C)=O)cc1)CC2	-2%[12.4 µM]	-3%[12.4 µM]
CC(C)OC(=O)[C@@H]1CC[C@H](C)[C@@H](CCC[C@@H]2C[C@@H](O)C[C@H](CC#N)O2)O1	1%	0%
Cc1cc(C)cc(-c2cc3c(c(-c4c(O)c(-c5cc(C)cc(C)c5)cc5c4CCCC5)c2O)CCCC3)c1	0%	-6%
COc1ccc2c(c1)O[C@@H](c1ccc3c(c1)OCO3)[C@H](OC(=O)NCCc1ccc(OC)c(OC)c1)C2=O	-4%	-1%
O=C(c1ccccc1)C1O[C@H]1c1ccccc1 (some centres not stated)	6%	4%
COc1cc2c(cc1OC)OC(C)(C)C=C2	1%	15%
C=CCOC(=O)C1(C(NC(=O)OC)c2ccccc2)C(=O)Cc2ccccc21 (configuration not stated)	4%	2%
C=C(C)C(=O)c1ccc(F)cc1	1%	-2%
COC(=O)[C@H]1O[C@@H](c2cc(OC)c(C)c(OC)c2O)[C@H](C)[C@@H](O)[C@H]1C	3%	-1%
C[C@@H]1C[C@](C)(C(=O)c2ccc3c(c2)OCO3)C=C1c1ccc2c(c1)OCO2	-6%	-2%
COc1ccc2c(c1)C(=O)[C@H](OC(=O)NCc1ccc3c(c1)OCO3)[C@@H](c1ccc(OC)c(Br)c1)O2	-2%	2%
CC(C)C[C@@H](CC(=O)N[C@@H](CCCN)CC(=O)N[C@@H]1CCNC[C@H]1C(=O)N[C@H](CC(=O)N[C@@H](CCC(=O)O)CC(=O)O)Cc1ccccc1)NC(=O)[C@@H]1CCCC[C@H]1N	-3%	-5%
CC(C)[C@@H](CC(=O)N[C@@H]1CCCC[C@H]1C(=O)N[C@H](CC(=O)N[C@@H](CCC(=O)O)CC(=O)O)Cc1c[nH]c2ccccc12)NC(=O)C[C@H](CO)NC(=O)[C@@H]1CNCC[C@H]1N	0%	1%
C=CCC(C)(NCc1ccccc1)C(=O)OCC (configuration not stated)	-14%	17%
